Screening data: PubChem, The Scripps Research Institute Molecular Screening Center
Fam108B counter = Fam108B inhibition, counter-screen for RBBP9 inhibitors. inhibition, % at 9.51 µM. 300,000 tested, 0.33% active. recombinant Fam108B, FP-Rh probe fluorescence polarization. AID 1947;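 active means inhibition above the screen mean inhibition plus 3 SD, computed separately per campaign, cut at about 18% in these data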;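 further: inhibitors lower polarization as less probe binds the enzyme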
PAD4 inh = PAD4 (human) enzyme inhibition; inhibition, % at 6.36 µM; Q9UM07; recombinant PAD4, RCA probe fluorescence polarization; 330,000 tested, 0.41% active;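 active means percent inhibition above a cutoff equal to the mean of all tested compounds plus 3 SD, cut at about 15% in these data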;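 further: 0% = PAD4 with RCA probe and DMSO and 100% = probe without PAD4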
PAFAH2 inh = PAFAH2 (human) inhibition; recombinant PAFAH2, FP-rhodamine activity probe, fluorescence polarization; inhibition, % at 3.39 µM; 340,000 tested, 0.99% active;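 active means inhibition above the mean over all tested compounds plus 3 SD, cut at about 30% in these data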;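 further: inhibitors block probe labeling of enzyme so polarization drops; 0% = enzyme with DMSO and 100% = wells lacking PAFAH2 protein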
PAFAH1B2 FP inh = blocks human PAF acetylhydrolase 1b catalytic subunit 2; P68402; recombinant PAFAH1B2, FP-rhodamine activity probe, fluorescence polarization; inhibition, % at 3.39 µM; 340,000 tested, 1.2% active; AID 492953;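 active means inhibition above the mean of all tested compounds plus 3 SD, cut at about 24% in these data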;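 further: 0% = enzyme with DMSO and 100% = wells lacking PAFAH1B2; many of its hits are not listed in these tables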
PME-1 inh = blocks human protein phosphatase methylesterase 1; recombinant PME-1, FP-Rh probe fluorescence polarization; AID 2130; 320,000 tested, 0.53% active; inhibition, % at 5.9 µM; Q9Y570;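 active means inhibition above the campaign mean of all compounds plus 3 SD, cut at about 26% in these data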;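 further: competitive labeling of PME-1 active site by serine hydrolase directed probe; 0% = PME-1 with DMSO and 100% = wells lacking PME-1 enzyme; inhibitors block probe labeling so polarization falls and inhibition rises; many of its hits are not listed in these tables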
Target sequence (Q9Y570 whole entry, looked up): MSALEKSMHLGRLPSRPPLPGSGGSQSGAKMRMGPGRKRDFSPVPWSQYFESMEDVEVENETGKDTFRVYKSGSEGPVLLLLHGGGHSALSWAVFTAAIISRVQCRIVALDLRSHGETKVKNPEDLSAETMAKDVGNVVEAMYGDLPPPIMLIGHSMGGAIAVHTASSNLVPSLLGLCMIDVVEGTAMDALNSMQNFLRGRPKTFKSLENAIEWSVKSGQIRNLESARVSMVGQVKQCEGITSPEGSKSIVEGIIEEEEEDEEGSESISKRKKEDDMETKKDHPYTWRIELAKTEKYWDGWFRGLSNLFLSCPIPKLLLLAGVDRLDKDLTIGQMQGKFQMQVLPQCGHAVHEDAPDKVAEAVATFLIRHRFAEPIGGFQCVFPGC
PAFAH1B3 inh = PAFAH1B3 (human) inhibition. recombinant PAFAH1B3, FP-rhodamine probe, fluorescence polarization. 340,000 tested, 0.28% active. inhibition, % at 3.39 µM. Q15102;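 active means inhibition above the screen-wide average of all tested compounds plus 3 SD, cut at about 25% in these data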;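 further: 0% = enzyme with DMSO only and 100% = wells lacking PAFAH1B3 protein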
GSTO1 inh = counter-screen for RBBP9 inhibitors: inhibitors of human GSTO1; recombinant GSTO1, activity-based probe fluorescence polarization; inhibition, % at 5.96 µM; 300,000 tested, 1.1% active;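 active means inhibition above the campaign mean inhibition plus 3 SD, cut at about 35% in these data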;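 further: 0% = GSTO1-1 with DMSO and 100% = wells lacking GSTO1-1 enzyme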
LYPLA1 counter = blocks human lysophospholipase 1, a PME1 counter-screen. O75608. recombinant LYPLA1, FP-Rh probe fluorescence polarization. inhibition, % at 5.9 µM. 320,000 tested, 0.16% active. AID 2174;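 active means inhibition above the mean of all tested compounds plus 3 SD, set per campaign, cut at about 14% in these data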;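 further: inhibitors block serine hydrolase probe labeling of LYPLA1 so polarization falls; 0% = enzyme with DMSO and 100% = wells lacking LYPLA1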
Target sequence (O75608 whole entry, looked up): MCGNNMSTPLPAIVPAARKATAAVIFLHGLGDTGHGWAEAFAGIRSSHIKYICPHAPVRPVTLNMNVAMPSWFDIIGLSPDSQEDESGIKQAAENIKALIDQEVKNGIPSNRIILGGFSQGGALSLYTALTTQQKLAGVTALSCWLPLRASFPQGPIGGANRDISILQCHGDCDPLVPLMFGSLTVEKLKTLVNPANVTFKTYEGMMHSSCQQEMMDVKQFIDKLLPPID
pPAFAH FP inh = pPAFAH (human) enzyme inhibition. Q13093. recombinant pPAFAH, FP-rhodamine probe fluorescence polarization. inhibition, % at 3.39 µM. 330,000 tested, 1.5% active. AID 463082;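 active means inhibition above the mean inhibition across the screen plus 3 SD, cut at about 25% in these data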;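 further: inhibitors block binding of the rhodamine activity-based probe so polarization drops; 0% = enzyme with DMSO and 100% = wells lacking pPAFAH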
Target sequence (Q13093 whole entry, looked up): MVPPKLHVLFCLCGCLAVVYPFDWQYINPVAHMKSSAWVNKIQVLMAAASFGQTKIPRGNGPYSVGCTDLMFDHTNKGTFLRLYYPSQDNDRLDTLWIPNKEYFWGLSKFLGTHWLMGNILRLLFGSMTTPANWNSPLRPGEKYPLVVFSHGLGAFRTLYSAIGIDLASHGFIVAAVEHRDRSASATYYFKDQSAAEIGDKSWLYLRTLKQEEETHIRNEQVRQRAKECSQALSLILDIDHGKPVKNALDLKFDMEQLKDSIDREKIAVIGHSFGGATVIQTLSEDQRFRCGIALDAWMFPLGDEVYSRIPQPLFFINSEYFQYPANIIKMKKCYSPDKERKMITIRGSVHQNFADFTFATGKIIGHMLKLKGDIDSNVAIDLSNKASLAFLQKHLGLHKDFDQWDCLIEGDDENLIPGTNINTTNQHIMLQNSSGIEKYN
The depositor's hits bear a star; x = not tested or not shown. A portion of the library. The share of hits here may be higher or lower than overall.

SMILES	Fam108B counter	PAD4 inh	PAFAH2 inh	PAFAH1B2 FP inh	PME-1 inh	PAFAH1B3 inh	GSTO1 inh	LYPLA1 counter	pPAFAH FP inh
Nc1nnnn1/N=C\c1ccc(Cl)c([N+](=O)[O-])c1	-2	0	4	2	5	-10	29	1	5
CC(=O)c1cccc(NC(=O)CCn2c(=O)oc3ccccc32)c1	2	-3	11	1	-4	-2	7	0	-4
C[C@H](NC(=O)Nc1cccc(C(F)(F)F)c1)C(=O)O	5	2	-1	5	-1	5	-3	1	-4
Fc1ccccc1C1CC(c2ccco2)=Nc2ccccc2S1 (centres undefined)	1	19*	8	5	0	11	-1	-2	7
Cn1c(SCC(=O)NCc2ccco2)nnc1-c1cccs1	-1	2	4	2	4	11	5	-2	-1
CC1=C(C(=O)Nc2ccccc2C(=O)NC2CCCCC2C)SCCO1 (centres undefined)	-2	-1	-4	-6	-1	10	1	2	4
c1ccc(CNCc2ccc3c(c2)OCO3)nc1	1	2	2	1	-2	-2	2	-6	4
CCc1ccccc1NC(=O)c1cc2ncc(Br)cn2n1	-1	-2	3	1	5	1	-8	-2	3
C[C@]12CC[C@@H]3c4ccc(O)cc4CC[C@H]3[C@@H]1CC[C@@H]2O	-3	-5	-2	6	0	6	2	2	4
CC(C)c1ccc(NC(=O)c2ccc3c(c2)C(=O)N(Cc2cccnc2)C3=O)cc1	-4	-2	-1	2	8	-9	-1	-1	8
CCCn1cc(S(=O)(=O)c2ccc(OC)cc2)c(=O)c2cc(OCC)ccc21	2	-2	1	0	-8	13	-2	1	5
COc1cc(C)nc(OCCNS(=O)(=O)c2cc(C)ccc2C)n1	1	-4	3	4	6	9	3	1	1

An excerpt of these results, with values under each structure:
Value order: Fam108B counter, PAD4 inh, PAFAH2 inh, PAFAH1B2 FP inh, PME-1 inh, PAFAH1B3 inh, GSTO1 inh, LYPLA1 counter, pPAFAH FP inh
Nc1nnnn1/N=C\c1ccc(Cl)c([N+](=O)[O-])c1
    -2, 0, 4, 2, 5, -10, 29, 1, 5
CC(=O)c1cccc(NC(=O)CCn2c(=O)oc3ccccc32)c1
    2, -3, 11, 1, -4, -2, 7, 0, -4
C[C@H](NC(=O)Nc1cccc(C(F)(F)F)c1)C(=O)O
    5, 2, -1, 5, -1, 5, -3, 1, -4
Fc1ccccc1C1CC(c2ccco2)=Nc2ccccc2S1 (centres undefined)
    1, 19*, 8, 5, 0, 11, -1, -2, 7
Cn1c(SCC(=O)NCc2ccco2)nnc1-c1cccs1
    -1, 2, 4, 2, 4, 11, 5, -2, -1
CC1=C(C(=O)Nc2ccccc2C(=O)NC2CCCCC2C)SCCO1 (centres undefined)
    -2, -1, -4, -6, -1, 10, 1, 2, 4
c1ccc(CNCc2ccc3c(c2)OCO3)nc1
    1, 2, 2, 1, -2, -2, 2, -6, 4
CCc1ccccc1NC(=O)c1cc2ncc(Br)cn2n1
    -1, -2, 3, 1, 5, 1, -8, -2, 3
C[C@]12CC[C@@H]3c4ccc(O)cc4CC[C@H]3[C@@H]1CC[C@@H]2O
    -3, -5, -2, 6, 0, 6, 2, 2, 4
CC(C)c1ccc(NC(=O)c2ccc3c(c2)C(=O)N(Cc2cccnc2)C3=O)cc1
    -4, -2, -1, 2, 8, -9, -1, -1, 8
CCCn1cc(S(=O)(=O)c2ccc(OC)cc2)c(=O)c2cc(OCC)ccc21
    2, -2, 1, 0, -8, 13, -2, 1, 5
COc1cc(C)nc(OCCNS(=O)(=O)c2cc(C)ccc2C)n1
    1, -4, 3, 4, 6, 9, 3, 1, 1

(more compounds)
SMILES	Fam108B counter	PAD4 inh	PAFAH2 inh	PAFAH1B2 FP inh	PME-1 inh	PAFAH1B3 inh	GSTO1 inh	LYPLA1 counter	pPAFAH FP inh
Cc1ccc(S(=O)(=O)N2Cc3ccccc3CC2C(=O)Nc2cc(C)on2)cc1 (centres undefined)	3	-2	4	7	1	9	0	0	-4
Cn1c(=O)oc2cc(S(=O)(=O)N3CCC(C(=O)NCCc4ccccc4)CC3)ccc21	2	2	1	7	-6	-2	3	2	2
C#CCOCCOCCOCCNc1nc(N2CCN(C(=O)Cn3cc(CCCN=C(N)N)nn3)CC2)nc(N2CCN(C(=O)[C@H](CCCCN)n3cc(CCC(=O)O)nn3)CC2)n1	2	2	3	5	0	5	6	3	-4
Cc1ccc(NC(=S)NC(NC(=O)c2ccccc2C)C(Cl)(Cl)Cl)c(C)c1 (centres undefined)	-7	-10	-15	-1	-5	7	-1	-6	-1
Cc1cccc(Nc2ccncc2S(=O)(=O)NC(=O)NC(C)C)c1	-3	-5	5	2	1	3	2	2	-1
COc1ccccc1N1CCN(C(=O)CSc2nc(C)c(C)c(=O)[nH]2)CC1	6	2	-4	2	-5	10	-1	3	-5
CC(C)Cc1ccc(C(C)C(=O)OCC(=O)c2c[nH]c3ccccc23)cc1 (centres undefined)	-32	5	-8	1	-30	0	-7	-21	-21
COc1cccc(NC(=S)N(CCC(C)C)C2CCN(C(C)=O)CC2)c1	-1	2	-4	-1	6	3	4	3	2
CC(=O)N1CCc2cc(S(=O)(=O)NC(CC(C)C)C(=O)N3CCCC3)ccc21 (centres undefined)	-1	3	0	4	-3	3	4	0	1
Clc1ccc(-n2ncc3c(NCC4CCCO4)ncnc32)cc1 (centres undefined)	5	-1	3	8	-8	6	4	-1	-4
O=C(CCc1ccc(O)c(O)c1)NNC(=S)NCCc1ccccc1	1	-2	1	5	1	-1	14	-3	9
Cc1cc(=O)oc2cc(OCC(=O)OCC(=O)Nc3ccc(C(N)=O)cc3)ccc12	0	-1	-7	3	0	-1	10	-1	-5
Cc1ccc(/C=N/Nc2ccccn2)s1	-2	3	11	0	1	1	6	0	8
CCOC(=O)c1[nH]cnc1C(=O)N1CCC(C)CC1	x	2	8	7	-5	1	x	4	0
COc1ccc(S(=O)(=O)NCc2cn3c(C)csc3n2)cc1F	4	0	-1	2	9	2	11	-1	7
CCOc1cc(/C=N\NC(=O)c2ccc(C)nc2)ccc1OC(=O)c1ccc(F)cc1	-7	0	-16	-4	-9	7	8	-5	-3
CCOc1ccc(NC(=O)[C@H](C)NC(=O)C2CC(=O)N(c3ccc(OC)cc3)C2)cc1 (some centres undefined)	-1	4	3	1	1	8	1	2	2
COc1ccc(CN2C(=O)CC(C(=O)NCCc3ccc(S(N)(=O)=O)cc3)SC2=Nc2ccccc2)cc1 (centres undefined)	-4	-6	6	1	-3	9	-16	3	10
O=c1c2c(nc3cc(-c4cccc(Cl)c4)[nH]n13)CCC2	1	-1	19	-1	-49	0	-3	-2	4
Cc1sc2nc(CC(=O)N3CCCC3)[nH]c(=O)c2c1C	2	-3	7	9	-5	4	-4	-2	-8
CC(C)(C)OC(=O)NCCCCCNC(=O)c1[nH]cnc1C(=O)Nc1nccs1	x	2	-1	5	0	12	x	2	2
O=C(CSc1ccc(F)cc1)Nc1ccc(N2CCOCC2)cc1	3	0	1	0	6	4	5	4	5
O=c1cc(CNc2cc(Cl)ccc2Cl)nc2sccn12	2	-1	0	3	13	7	1	-1	7
CCc1cccc(OCC(=O)N(C)CC(=O)Nc2cccc(F)c2)c1	6	0	-3	0	-4	1	-3	7	1
Cc1cccc(N2C(=O)CN(Cc3sccc3C)C2=S)c1	3	1	-4	3	-4	5	4	2	11
Cc1nc2ccc(NC(=O)N3CCCCC3)cc2nc1C	0	2	0	1	-2	1	1	-1	2
CCC(C)NS(=O)(=O)c1ccc(S(=O)(=O)N(CC(=O)Nc2ccccc2)Cc2ccco2)cc1 (centres undefined)	-8	-4	-4	-4	-3	2	1	-5	7
COc1cccc(C(=O)N2N=C(c3ccccn3)CC2(O)C(F)(F)F)c1 (centres undefined)	3	-2	3	3	5	5	8	0	6
CC(=O)NS(=O)(=O)c1ccc(N=NN2CCCCC2)cc1	-2	2	2	-2	-6	1	-2	-2	-3
O=C1CC(N2CCOCC2)C(=O)N1CCc1ccccc1 (centres undefined)	-8	1	2	4	-3	3	4	-1	5
O=C(CSc1ccc(-c2cccs2)nn1)NCc1ccccc1Cl	4	-3	x	x	3	x	-1	-2	-2
COc1ccccc1N1CCN(CC(=O)c2c(C)[nH]c3ccccc23)CC1	0	1	3	0	0	2	2	2	0
CCCOC(=O)NC1C(NC(=O)OCCC)N(C)C(=O)N1C (centres undefined)	-10	-4	1	-2	2	1	6	-2	-5
O=C(N/C(=C/c1cccnc1)C(=O)N1CCCCCC1)c1ccccc1	3	3	3	4	-3	8	-2	0	0
COc1ccc(C(=O)Nc2nc3ccccc3[nH]2)cc1S(=O)(=O)N1CCOCC1	0	-3	3	-1	1	6	-5	-3	1
CC(=O)c1cccc(NC(=O)CN(C)S(=O)(=O)c2ccc3c(c2)CCC(=O)N3)c1	-2	1	5	2	-1	-4	2	0	3

Part of the list above in order of count of non-hydrogen atoms, lowest first.
SMILES	Fam108B counter	PAD4 inh	PAFAH2 inh	PAFAH1B2 FP inh	PME-1 inh	PAFAH1B3 inh	GSTO1 inh	LYPLA1 counter	pPAFAH FP inh
Cc1cccc(N2C(=O)CN(Cc3sccc3C)C2=S)c1	3	1	-4	3	-4	5	4	2	11
COc1ccccc1N1CCN(CC(=O)c2c(C)[nH]c3ccccc23)CC1	0	1	3	0	0	2	2	2	0
COc1ccc(C(=O)Nc2nc3ccccc3[nH]2)cc1S(=O)(=O)N1CCOCC1	0	-3	3	-1	1	6	-5	-3	1

Other structures:
SMILES	Fam108B counter	PAD4 inh	PAFAH2 inh	PAFAH1B2 FP inh	PME-1 inh	PAFAH1B3 inh	GSTO1 inh	LYPLA1 counter	pPAFAH FP inh
O=C(COC(=O)CCCNC(=O)c1ccc(Cl)cc1)Nc1cc(Cl)c(Cl)cc1Cl	-2	1	-1	6	3	3	1	-3	8
COC(=O)c1ccc(/C=N/n2c(C)nc3ccccc3c2=O)cc1	1	-2	0	-3	-5	1	1	-3	3
COn1c(C)c(C(C)=O)c2c3nonc3ccc21	0	-3	-11	2	1	-2	-1	1	5
CCC(C)(C)C(=O)Nc1cccc(Cl)c1C	1	-3	3	3	2	7	8	5	1
CCOC(=O)C1=C(C)Nc2ncnn2C1c1cccs1 (centres undefined)	0	-5	11	4	-4	1	-2	-3	-2
CCOc1ccccc1/C=C(\C(=O)O)c1ccc(S(=O)(=O)N2CCCCC2)s1	x	2	11	11	x	6	x	x	9
CCCC(=O)Oc1ccccc1C1SCc2cc(C)c(C)cc2CS1	-1	1	-2	-4	-3	5	-2	-1	3
COc1ccc(C)cc1NC(=O)C(Sc1ccccc1)c1ccccc1 (centres undefined)	0	3	x	x	-3	x	-4	6	2
C/C(=N\O)c1ccc(N2C(=O)C3CC=C(Cl)CC3C2=O)cc1 (centres undefined)	3	-6	7	2	0	8	7	5	6
CCOC(=O)c1nn(-c2ccc(Br)cc2)cc1C(=O)c1cccc2ccccc12	-2	2	-9	2	-4	0	0	-5	9
CCc1ccc(-n2c(Cn3nc(C(F)(F)F)cc3C)n[nH]c2=S)cc1	-1	-3	-1	4	-6	-1	14	-4	-3
COc1cccc(NC(=O)CCC(=O)NCc2ccco2)c1	1	0	-1	3	3	-8	3	-2	3
COc1ccc(OC)c(Nc2nc(-c3sc(C)nc3C)cs2)c1	9	0	7	2	22	5	3	-1	33*
CC(NC(=O)c1cc2cc(F)ccc2[nH]1)c1ccccc1 (centres undefined)	-5	0	3	0	-6	6	1	-3	0
